Assay outcomes (PubChem BioAssay)
HT1080 IDH1KD tx – HT-1080 IDH1 knockdown cell toxicity (counter line); HT-1080 IDH1 knockdown viability, ATP luminescence, 48 h; Potency, µM (doses to about 46.1 µM), for inactives: at the top dose activity, negative = toxicity, hits mostly cytotoxic; hit rate 2% among 360,000; AID 686971;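 also: potency is read from the fitted curve at half-maximal effect; 0% = DMSO wells and -100% = cell-free medium wells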
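Luminescent ATP read-out (CellTiter-Glo, 10 min at room temperature) after 48 h compound exposure at 37 °C gave viability of IDH1-knockdown HT-1080 cells. Activity was normalised to DMSO and cell-free wells, then fitted as concentration-response curves.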
MCF10A rereplic – DNA re-replication induction in MCF 10a cells. MCF 10A DNA re-replication, Hoechst nuclear intensity, 48 h. Potency, µM (series often up to 46.1 µM), for inactives: at the highest dose activity, positive = re-replication, usual class: activators. hit rate 2.9% among 350,000. AID 624296; also: potency is read from the fitted curve at half-maximal effect; % of control where 0% means no effect; nearly all actives have a fitted effect of over 50% in size
SW480 rerep – induces DNA re-replication in SW480 colon adenocarcinoma cells | SW480 DNA re-replication, Hoechst DNA content imaging, 48 h | Potency, µM (top dose mostly 46.1 µM), without a hit: at the highest dose re-replication activation, most hits filed as activators | hit rate 1.8% among 340,000 | AID 624297; also: potency is read from the fitted curve at half-maximal effect; % of control where 0% means no effect; nearly all actives have a fitted effect of over 55% in size
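Cells (250 per well) received 23 nL compound or DMSO by pin tool and were kept 48 hr at 37 C, 5% CO2. Nuclei were then stained with Hoechst for 40 min and scanned for DNA content.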
ATXN2 expr inh – reduces ATXN2 reporter expression in HEK-293 cells. HEK-293 ATXN2-luciferase reporter, luminescence, 24 h. Potency, µM (top dose mostly 57 µM), without a hit: at the highest dose activity change, negative = inhibition, usual class: inhibitors. hit rate 0.72% among 360,000. AID 1745845; also: potency is read from the fitted curve at half-maximal effect; % is scaled to controls: 0 for no effect and ±100 for the full control effect; nearly all actives have a fitted effect of over 55% in size
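qHTS (up to 57 uM final) was run with 24 h compound exposure of reporter cells at 37 °C. Each well was multiplexed: SteadyGlo luminescence measured ATXN2-luciferase expression after a fluorogenic Gly-Phe-AFC viability readout (25 uM final).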
ATXN viability – reduces viability in counter-screen for ATXN expression inhibitors. S2 cells (HEK-293 line with an ATXN2-luciferase reporter) viability, CellTiter-Fluor protease fluorescence, 24 h. hit rate 0.49% among 400,000. Potency, µM (highest dose often 56.7 µM), usual class: cytotoxic; also: potency is read from the fitted curve at half-maximal effect; nearly all actives have a fitted effect of over 40% in size
HepG2 viability – counter-screen for TGF-b inhibitors: cytotoxicity in HepG2 cells | HepG2 CAGA-GFP viability, ATP luminescence, 18 h | Potency, µM (highest dose often 46.1 µM), without a hit: at the top dose activity change, negative = cytotoxicity, usual class: cytotoxic | hit rate 0.76% among 410,000 | AID 588856; also: potency is read from the fitted curve at half-maximal effect; some results filed as inactive show a strong effect at the top dose
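HepG2 CAGA-GFP cells (1000/well, DMEM with 1% FBS) received compound, then TGF-beta at 500 pg/mL final, and were incubated 18 hours at 37 degrees C. Viability was read by CellTiter-Glo luminescence. Media-only wells were set as complete cell-killing and DMSO as no toxicity.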
HT1080-NT tox – kills 2HG-producing HT-1080-NT fibrosarcoma cells; HT-1080-NT fibrosarcoma viability, CellTiter-Glo ATP luminescence, 48 h; Potency, µM (doses to about 46.1 µM), for the others: top-dose activity, negative = less viability, most hits filed as cytotoxic; hit rate 1.6% among 360,000;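 also: NT is the 2HG producing partner of a matched IDH1 knockdown line; potency is read from the fitted curve at half-maximal effect; 0% = DMSO-treated cells and -100% = media-only wells without cells; nearly all actives have a fitted effect of over 55% in size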
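Viability by CellTiter-Glo luminescence after 48 h compound exposure at 37C of HT-1080-NT cells (750/well, RPMI, 5% FBS). % activity scaled between DMSO wells and medium-only wells, then curve-fitted and categorized by curve class.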
IL1B secr inh – inflammasome signaling inhibition, IL-1 beta readout. THP-1 LPS/ATP IL-1B secretion, AlphaLISA, 16 h; hits give low values. activity change, % at 57.5 µM. hit rate 4.7% among 360,000. AID 743279; in the data active = activity change below about -50%; inconclusive = mostly about -30% to -49%; also: % is scaled to controls: 0 for no effect and ±100 for the full control effect
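Secreted IL-1B measured by AlphaLISA bead assay after 16 h compound exposure of THP-1 cells; compounds (final up to 57.5 uM) added 1 h before LPS (250 ng/mL) and ATP (1.25 mM) stimulation; lower signal means less secretion.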
KB-3-1 tox – KB-3-1 parental cell cytotoxicity. KB-3-1 viability, CellTiter-Glo ATP luminescence, 72 h. Potency, µM (doses to about 46.1 µM), inactives show at the highest dose activity change, negative = cytotoxic, usual class: cytotoxic. hit rate 1.4% among 400,000. AID 1347075; also: potency is read from the fitted curve at half-maximal effect; % is scaled to controls: 0 for no effect and ±100 for the full control effect; nearly all actives have a fitted effect of over 60% in size
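Using CellTiter-Glo luminescence, growth of non-resistant KB-3-1 adenocarcinoma cells is assessed 72 h after pin-tool compound addition at 37 °C. Normalized responses across the concentration series yield fitted curves.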
* marks the source's active call; other numbers are inactive results; i = inactive; ? = inconclusive; nt = not tested or not shown; & = joins results of further samples; ! = not active in a repeat; [ ] = dose if it differs, or a comment. Unless noted, calls follow the shape of the dose curve; as a rule, active = well fitted curve in the direction sought with a large enough effect; inconclusive = small, poorly fitted or top-dose-only effect, or another doubt; inactive = no such curve, though single readings can be large; an effect the other way counts as inactive or inconclusive.

SMILES | HT1080 IDH1KD tx | MCF10A rereplic | SW480 rerep | ATXN2 expr inh | ATXN viability | HepG2 viability | HT1080-NT tox | IL1B secr inh | KB-3-1 tox
O=C(CCSc1nnc(-c2ccncc2)o1)Nc1ccccc1Cl | -1% | 1% | 2% | -5% | i | 18% | -6% | -10 | 0%
COC(=O)c1cccc(NC(=O)COc2cccc([N+](=O)[O-])c2)c1 | 5% | -2% | -1% | nt | i | 3% | 20% | 14 | -38%
CCCCC(=O)Nc1ccc(S(=O)(=O)N2CCCCC2c2cccnc2)cc1 (stereo not given) | -10% | 1% | -4% | -4% | i | -14% | -1% | 0 | 5%
COc1cc(/C=C(\C#N)C(=O)NCC2CCCO2)cc(OC)c1OC (stereo not given) | -5% | -10% | -6% | -4% | i | -1% | 2% | 7 | 17%
COc1ccc(CNC(=O)Cn2nc([N+](=O)[O-])cc2C)cc1 | 5% | -2% | -23% | nt | i | -1% | -1% | -13 | 0%
Nc1ncnc2c1ncn2CCOc1ccccc1 | 0% | 4% | -10% | 13% | i | -25% | -1% | 0 | 2%
Cc1cc(C)c(C)c(S(=O)(=O)Nc2cccc(S(=O)(=O)Nc3ccccc3C(=O)O)c2)c1C | -9% | 18% | ? | -11% | i | -16% | 1% | -11 | -10%
Clc1c(-c2ccccc2)nc2ccccn12 | -1% | 1% | -2% | 82%[activator] | i | -28% | -17% | 39 | 11%
O=C(Nc1ccc(Br)cc1)C1CCC(=O)N1Cc1ccccc1Cl (stereo not given) | -9% | -4% | -2% | -6% | i | -1% | -9% | -11 | -10%
CCOC(=O)C1CCCN(Cc2nc(N)nc(Nc3ccc(OC)cc3)n2)C1 (stereo not given) | -3% | 0% | -4% | -13% | i | -39% | -12% | 13 | -24%
Cc1nn(C)c(C)c1CN(C(=O)C1CCC(=O)N(C2CCCCCC2)C1)C(C)C (stereo not given) | 10% | 1% | -1% | 37% | i | -10% | 23% | 19 | -2%
Cc1c(/C=N\NC(=O)C2(C)CC2(Cl)Cl)cnn1C (stereo not given) | 0% | -4% | -4% | 1% | i | 8% | -1% | 18 | 13%
O=C(NCCc1ccccc1)Nc1nnc([C@H]2C[C@H](O)[C@@H](CO)O2)s1 | 4% | nt | nt | 4% | i | -3% | 4% | -10 | 3%
Clc1ccc(Oc2nc(N3CCOCC3)nc(N3CCOCC3)n2)c(C2CCCCC2)c1 | -8% | ? | -2% | 1% | i | 8% | 0% | 5 | -6%
Cc1ccc(-c2nc3nc(C)cc(Nc4ccccc4O)n3n2)cc1 | nt | nt | nt | 6% | i | 9% | nt | nt | 2%
Cc1ccc(-c2nc(CS(=O)CC(=O)NC3CCC(C)CC3)c(C)o2)cc1 (stereo not given) | -3% | 0% | -5% | -13% | ? | -26% | -1% | -9 | -6%
Cc1nnsc1-c1onc(C)c1C(=O)O/N=C/c1ccc(Cl)cc1 | -8% | 15% | 1% | -14% | i | -3% | 0% | 0 | -20%
O=C(Cc1ccccc1)NC1CCN(Cc2ccccc2)CC1 | 12% | 8% | 1% | -13% | i | -1% | 10% | 0 | 2%
Cc1cc(C)c(C#N)c(Nc2ccccc2C)n1 | -1% | -1% | -5% | 19% | i | 0% | 3% | 36 | 11%
c1ccc(Cc2nnc3sc(-c4ccco4)nn23)cc1 | 0% | -3% | -1% | -8% | i | 3% | -9% | 22 | 4%
CCN(CC)c1nc(Nc2ccc([N+](=O)[O-])cc2)nc(N(CC)CC)n1 | 3% | 25% | 2% | nt | i | -28% | -1% | -30 | 4%
CCOC(=O)c1cccc(NC(=O)c2ccccc2C)c1 | 0% | 1% | -7% | nt | i | 0% | 3% | -5 | 0%
O=C(NN=C1CCCC1)c1ccccc1OCc1ccc(Cl)cc1 | 0% | -5% | -5% | 1% | i | -7% | 22% | 67 | -1%
CCCNC(=O)Cn1c(=O)oc2cc(S(=O)(=O)N3CCCC3)ccc21 | 3% | -3% | 2% | 1% | i | 9% | 0% | -8 | 16%
O=C(NCCN1CCOCC1)C1CCN(S(=O)(=O)c2ccccc2)CC1 | 9% | nt | nt | nt | i | 0% | 12% | 0 | 0%

Overlap with the part before: two entries, followed by the next part.
SMILES | HT1080 IDH1KD tx | MCF10A rereplic | SW480 rerep | ATXN2 expr inh | ATXN viability | HepG2 viability | HT1080-NT tox | IL1B secr inh | KB-3-1 tox
CCCNC(=O)Cn1c(=O)oc2cc(S(=O)(=O)N3CCCC3)ccc21 | 3% | -3% | 2% | 1% | i | 9% | 0% | -8 | 16%
O=C(NCCN1CCOCC1)C1CCN(S(=O)(=O)c2ccccc2)CC1 | 9% | nt | nt | nt | i | 0% | 12% | 0 | 0%
CC(C)(C)C(=O)Nc1nnc(-c2ccncc2)o1 | 9% | -3% | -4% | 1% | i | 1% | 15% | 27 | 15%
Cc1cccc(C)c1NC(=O)CCn1cnc2ccccc2c1=O | 12% | -7% | -66% | nt | i | 17% | 10% | 2 | 3%
CC1Sc2ccc(S(=O)(=O)CCC(=O)N3CCN(c4cccc(Cl)c4)CC3)cc2NC1=O (stereo not given) | ? | ? | 14% | ? | i | -14% | -29% | 0 | ?
COc1ccccc1CNC(=O)C1CCN(S(=O)(=O)c2cccc([N+](=O)[O-])c2)CC1 | -13% | 4% | 0% | -3% | i | -20% | -12% | 21 | 3%
CCOC(=O)C1=C(CS(=O)(=O)c2ccc(F)cc2)NC(=O)NC1c1ccc(O)c(O)c1 (stereo not given) | 0% | -4% | -12% | nt | i | -5% | 11% | 12 | -6%
CCCCNC(=O)C1C(c2ccc(OC)cc2)=Nc2ccccc2N1C(=O)Cc1cc(OC)cc(OC)c1 (stereo not given) | -11% | nt | nt | nt | nt | nt | -3% | -10 | -21%
Oc1ccccc1N1CCN(Cc2ncc(-c3ccccc3)o2)CC1 | -14% | -2% | -3% | 9% | i | -2% | -20% | -53* | -6%
Cc1cccc(NC(=S)N(CCCN2CCCC2)Cc2cccn2Cc2ccc(Cl)cc2)c1 | ? | ? | 5% | 32µM* | nt | i | 13µM* | -87* | ?
O=[N+]([O-])c1ccc(Cl)c(C[n+]2cccc3ccccc32)c1 | -13% | 0% | 3% | nt | ? | -23% | -16% | 16 | -19%
Nc1nc(Nc2ccccc2)nc(NCc2ccco2)c1[N+](=O)[O-] | -9% | ? | -5% | -23% | ? | -11% | -5% | -15 | -4%
O=C(NC(=S)Nc1ccc(CN2CCOCC2)cc1)c1ccccc1[N+](=O)[O-] | 4% | 7% | 0% | 3% | i | -14% | 4% | 0 | ?
CC[C@@]1(C(=O)OC)N[C@H](CN(C)C(=O)c2ccc(C)cc2)[C@@H]2C(=O)N(C)C(=O)[C@@H]21 | 8% | 3% | -2% | 7% | i | 3% | 14% | 16 | 17%
Cc1nc(CC(=O)NNS(=O)(=O)c2cccc(Cl)c2Cl)cs1 | -1% | -1% | -6% | 0% | i | -10% | -8% | 22 | 4%
O=C(Nc1ccc2c(c1)CCC2)c1cnc(Cl)c(Cl)c1 | -6% | 2% | -9% | 72%[activator] | i | 3% | -6% | 63 | 28%
CCN(CC)CCNC(=O)/C(=C/c1cn(CC)c2ccccc12)NC(=O)c1cc(OC)c(OC)c(OC)c1 | 0% | 0.65µM* | -21% | -15% | i | 2% | -13% | 2 | -13%
CCN(CC)c1ccc(/C=N/N2CCN(Cc3cccc4ccccc34)CC2)c(O)c1 | -15% | 49% | 6% | -4% | i | -13% | 0% | -23 | -26%
CC(C)(C)Cc1c(-c2ccc(Cl)cc2)nc2ccc(Cl)cn12 | ? | nt | nt | ? | ? | -29% | ? | 16 | 0%
CCS(=O)(=O)N1Cc2ccccc2CC1C(=O)Nc1ccc(OC)cc1OC (stereo not given) | 15% | 1% | -2% | 4% | i | -5% | 15% | 22 | -4%
COc1cc2c(cc1OC)C(NC(=O)c1ccc(C)cc1)CC2=O (stereo not given) | 1% | -2% | -2% | 0% | i | -4% | 0% | 33 | -4%
CCOc1ccc(N2C(=O)CC(N(CCc3ccc(OC)c(OC)c3)C(=O)/C=C/C(=O)O)C2=O)cc1 (stereo not given) | 17% | 2% | -3% | -2% | i | 3% | 9% | 7 | -2%
CC(=O)Nc1ccc(Nc2cc(N(C)C)c3nonc3c2[N+](=O)[O-])cc1 | 1% | 5% | 2% | -11% | ? | -5% | 2% | -6 | 20%
CCOC(=O)C1=C(C)N=c2s/c(=C/c3ccco3)c(=O)n2C1c1cccc(OC)c1 (stereo not given) | -5% | 0% | 2% | -19% | ? | -4% | -11% | -24 | -22%
COc1ccccc1CNC(=O)CCCNS(=O)(=O)c1cccc2nsnc12 | 0% | 0% | 2% | -1% | i | -19% | 7% | -2 | 8%
Cc1nc2nc[nH]n2c(=O)c1C/C=C/c1ccccc1 | 3% | 5% | 0% | 9% | ? | -6% | -2% | 25 | 16%
CC(=O)c1cccc(OCC(=O)N(C)CC(=O)NCc2ccco2)c1 | 2% | -2% | -4% | 2% | i | -5% | -10%[9.24 µM] | 0 | 12%
Cc1nc2ccccc2cc1C(=O)N/N=C/c1ccco1 | -1% | -2% | -2% | 4% | i | 5% | 2% | 7 | 8%
O=C(C1CCCN(Cc2nc(-c3cccs3)no2)C1)N1CCOCC1 (stereo not given) | 1% | -1% | -2% | nt | i | 4% | 5% | 0 | -3%
O=C(Cc1cccs1)NCc1cccc(C(F)(F)F)c1 | -6% | 10% | -4% | 65%[activator] | i | 22% | -5% | 0 | 13%
O=C1C(Cc2ccccc2)Nc2ncnc(N3CCCCC3)c2N1Cc1ccc(Br)cc1 (stereo not given) | ? | 1% | -1% | -6%&-32% | i | 3.2µM*! | ? | ? | ?
O=C(COC(=O)CNC(=O)c1ccccc1F)Nc1ccc2c(c1)OCO2 | 6% | -4% | -5% | -8% | ? | -21% | 3% | 3 | -4%
